High-throughput results as filed in PubChem.
GPR55 beta-arrestin = selective activators of receptor GPR55 – imaging, U2OS cells, beta-arrestin-GFP redistribution, primary screen (AID 1961). U2OS GPR55 beta-arrestin-GFP redistribution imaging; higher % means a stronger effect. activation, % at 10 µM; hits with a dose series show EC50 in µM. 0.048% of 290,000 active;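 active = activation above 40% with more than 50 cells counted in the well; inconclusive = wells holding fewer than 50 cells, flagged as toxic or sparse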;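 also: U2OS osteosarcoma cells stably expressing GPR55 and beta-arrestin-GFP; plate controls were DMSO negative control for no effect and LPI positive control for full effect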
GPR35 arrestin U2OS = inhibition of zaprinast-stimulated GPR35 beta-arrestin translocation – imaging, U2OS, beta-arrestin-GFP, zaprinast agonist, primary screen (AID 2058); 0.052% of 290,000 active; inhibition, % at 10 µM; hits with a dose series show IC50 in µM; U2OS GPR35 beta-arrestin-GFP translocation imaging, zaprinast antagonism; higher % means a stronger effect;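 active = inhibition of at least 50% with at least 30 cells and total cytoplasm GFP at most 10,000,000; inconclusive = under 30 cells or total GFP of 10,000,000 plus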
NTR1 ag = agonists of NTR1, primary screen, imaging, U2OS cells, beta-arrestin-GFP, high content (AID 493036); NTR1-U2OS beta-arrestin-GFP spot imaging, agonist mode; P30989; 0.17% of 330,000 active; activation, % at 20 µM;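 active = activation at or above 40% of the spot to cytoplasm intensity ratio, with at least 20 cells analyzed; inconclusive = wells under 20 cells, flagged as cytotoxic or low count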;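 also: 0% = DMSO without peptide and 100% = 100 nM NTR1 peptide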
Target sequence (P30989 whole entry, looked up): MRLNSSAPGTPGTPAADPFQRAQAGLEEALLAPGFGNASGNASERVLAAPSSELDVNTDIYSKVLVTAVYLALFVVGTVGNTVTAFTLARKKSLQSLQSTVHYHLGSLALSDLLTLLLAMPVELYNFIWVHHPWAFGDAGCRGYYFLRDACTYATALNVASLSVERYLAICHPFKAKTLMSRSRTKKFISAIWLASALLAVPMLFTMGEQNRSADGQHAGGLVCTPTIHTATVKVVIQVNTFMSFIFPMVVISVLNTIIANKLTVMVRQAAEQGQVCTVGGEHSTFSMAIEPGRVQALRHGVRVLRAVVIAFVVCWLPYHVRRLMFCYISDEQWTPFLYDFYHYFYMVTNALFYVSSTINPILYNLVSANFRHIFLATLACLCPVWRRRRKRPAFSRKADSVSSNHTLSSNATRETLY
Yfh1-depleted yeast = enhancers of respiration in Yfh1-depleted yeast, dose response, Friedreich's ataxia, plus single-dose screen (AID 1465); S. cerevisiae Yfh1-off respiration, WST-1 reduction, 72 h; higher fold induction means a stronger effect; one-dose fold induction at 50 µM; EC50 in µM for titrated hits; 0.074% of 220,000 active;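 active = fold induction of absorbance versus untreated yeast above a set limit, then at least 30% activation at any dose in follow-up; inconclusive = repeats straddling the limit, or above it without dose testing; inactive = fold induction below the set limit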;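 also: activators that raise dye reduction in frataxin-depleted yeast; strong numbers were not always called active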
NS5 inhibitors = flavivirus cap methylation enzyme inhibition – biochemical, confirmation dose response, primary screen (AID 588689). Dengue-2 NS5 methyltransferase capping enzyme assay, biochemical; higher % means a stronger effect. inhibition, % at 25 µM, or IC50 in µM where a hit was titrated. 0.3% of 340,000 active; in the data active = a potency from the dose series; inconclusive = inhibition above about 29% without an active follow-up result
GPR55 antagonists = inhibition of LPI-stimulated GPR55 beta-arrestin translocation – imaging, U2OS, beta-arrestin-GFP, LPI agonist, primary screen (AID 2013) | U2OS GPR55 beta-arrestin-GFP translocation imaging, LPI antagonism; higher % means a stronger effect | inhibition, % at 10 µM; hits with a dose series show IC50 in µM | 0.13% of 290,000 active;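 active = spots per cell inhibited over 60%, with over 100 cells counted and total cytoplasm intensity under 500,000; inconclusive = wells with under 100 cells, flagged as likely toxic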;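 also: U2OS cells stably carrying GPR55 and arrestin-GFP stimulated by 5 µM LPI near EC80; imaged beta-arrestin-GFP aggregate spots per cell after agonist stimulation; plate controls were LPI-stimulated DMSO wells for no effect and DMSO wells without LPI for full effect; some results filed as inactive read as strong as hits; confirmed hits need IC50 under 10 µM and bright autofluorescent wells are also inconclusive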
Large T inhibition = TAg ATPase/helicase activity blockers – biochemical (AID 1903) | inhibition, % at 20 µM, or IC50 in µM where a hit was titrated | 0.39% of 310,000 active | SV40 large T antigen ATPase/helicase inhibition assay; higher % means a stronger effect; in the data active = a potency from the dose series; inconclusive = inhibition mostly from about 32% at the one dose, without a potency; inactive = the rest, 99 in 100 with inhibition below about 32%; also: strong numbers were not always called active
AID2073 = disruptors of CaV2.2 binding to Mint1 – biochemical, HTRF (AID 2073). HTRF protein-protein interaction, Mint1-CaV2.2; higher % means a stronger effect. inhibition, % at 20 µM; hits with a dose series show IC50 in µM. 0.19% of 290,000 active; in the data active = inhibition mostly above about 51%, no sharp cut-off; inconclusive = no clear call, values can overlap the other calls; inactive = mostly below about 53%; also: some results filed as inactive read as strong as hits
Rac1 GTP hydrolysis = MgcRacGAP GTPase-activating activity inhibitors, confirmation, biochemical, ADP Hunter fluorescence. MgcRacGAP-stimulated Rac1 GTP hydrolysis, ADP Hunter fluorescence; higher % means a stronger effect; GST-tagged Rac1 F28L mutant substrate. inhibition, % at 30 µM; hits with a dose series show IC50 in µM. 0.6% of 340,000 active;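 active = first-screen hits whose inhibition reached a set limit at any dose in the follow-up dose series; inconclusive = inhibition above the set first-screen limit but never retested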;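 also: fluorescence reports GDP produced by GAP-driven GTP hydrolysis; strong numbers were not always called active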
NTR1 ag cell count 20 µM = further read-out of NTR1 ag, marked with its call; cell count; measured here: cell count, cytotoxicity flag
NS5 inhibitors pilot replicate = second read-out of NS5 inhibitors, no call of its own (marks repeat the call); inhibition, %; measured here: pilot screen replicate inhibition
The depositor's hits bear a star; i = inactive; u = inconclusive; x = no result given.

SMILES	GPR55 beta-arrestin	GPR35 arrestin U2OS	NTR1 ag	NTR1 ag cell count 20 µM	Yfh1-depleted yeast	NS5 inhibitors	GPR55 antagonists	Large T inhibition	AID2073	Rac1 GTP hydrolysis	others
CCS(=O)(=O)N1CCN(C(=O)c2ccc(-c3ccccc3)cc2)CC1	-0.1%	3%	-4.2	95	i	-3%	-7%	15%	-8%	0%
COc1ccc(/C=C/c2nnc(NC(=O)C(C)C)s2)cc1	-0.1%	-2%	0.1	45	i	5%	7%	7%	7%	12%
COc1ccc(CCNC(=O)C(=O)NCC2OCCN2S(=O)(=O)c2ccc(Br)cc2)cc1 (stereo not drawn)	-0.4%	-4%	0.5	52	i	-4%	1%	4%	-2%	-1%
O=C(NCCCn1ccnc1)c1cn(-c2ccccc2)nc1-c1ccccc1	-0.2%	-2%	-0.8	51	i	-3%	4%	24%	-1%	-4%
CCN(CC(=O)NC1CC1)S(=O)(=O)c1ccccc1	-0.1%	14%	1.4	64	x	-6%	3%	5%	1%	3%
O=C(COC(=O)/C=C/c1ccc(Cl)cc1)Nc1ccccc1	-0.7%	1%	1.3	28	i	-7%	-20%	9%	6%	1%
Fc1cccc(Cc2noc(CN3CCCCC3CCc3ccccn3)n2)c1 (stereo not drawn)	0.4%	-1%	0.9	60	i	-2%	-11%	9%	-2%	6%
O=C(Cn1ncc2c([nH]c3ccccc32)c1=O)N1CCc2ccccc2C1	0.1%	5%	0.5	61	x	1%	0%	2%	32%	8%
COc1ccccc1/C=C/C(=O)OCC(=O)NCc1ccco1	-0.3%	-1%	0.6	56	i	-6%	-3%	27%	46%	5%
COc1ccc2c(Cl)c(C(=O)NCCCn3ccnc3)sc2c1Cl	0.0%	13%	-1.4	35	i	1%	9%	-4%	8%	17%
COc1ccc(NC(=O)C(CC(=O)O)Cc2ccccc2)cc1 (stereo not drawn)	-0.2%	6%	9.8	88	i	-3%	11%	0%	48%	5%	NS5 inhibitors pilot replicate=-0.1
Fc1ccc(-c2nc3c(-c4ccc(Cl)cc4)cnn3cc2CCN2CCOCC2)cc1	0.6%	7%	0.6	66	i	1%	7%	15%	7%	1%
CC1(C)CC(=O)C(Sc2ccc(Br)cc2)=C(O)C1	-0.1%	20%	1.4	58	i	-7%	2%	4%	6%	7%
O=C(Nc1ccccc1)c1ccc(-c2ccc(F)cc2)s1	-0.1%	8%	-1.1	35	i	-9%	-8%	9%	16%	2%
O=C(NCc1ccncc1)C1CCN(C(=O)c2cccc(Cl)c2)CC1	-0.2%	4%	2.6	35	x	-8%	16%	8%	2%	4%

Three entries out of the list, arranged by length of the SMILES, descending.
SMILES	GPR55 beta-arrestin	GPR35 arrestin U2OS	NTR1 ag	NTR1 ag cell count 20 µM	Yfh1-depleted yeast	NS5 inhibitors	GPR55 antagonists	Large T inhibition	AID2073	Rac1 GTP hydrolysis	others
COc1ccc(CCNC(=O)C(=O)NCC2OCCN2S(=O)(=O)c2ccc(Br)cc2)cc1 (stereo not drawn)	-0.4%	-4%	0.5	52	i	-4%	1%	4%	-2%	-1%
O=C(COC(=O)/C=C/c1ccc(Cl)cc1)Nc1ccccc1	-0.7%	1%	1.3	28	i	-7%	-20%	9%	6%	1%
COc1ccc(NC(=O)C(CC(=O)O)Cc2ccccc2)cc1 (stereo not drawn)	-0.2%	6%	9.8	88	i	-3%	11%	0%	48%	5%	NS5 inhibitors pilot replicate=-0.1

(cont.)
SMILES	GPR55 beta-arrestin	GPR35 arrestin U2OS	NTR1 ag	NTR1 ag cell count 20 µM	Yfh1-depleted yeast	NS5 inhibitors	GPR55 antagonists	Large T inhibition	AID2073	Rac1 GTP hydrolysis	others
CC(=O)c1cccc(NC(=S)NNC(=O)c2ccc(C)c([N+](=O)[O-])c2)c1	-0.1%	1%	-0.7	37	i	15%	-8%	18%	17%	-2%
O=c1c2ccccc2c(C=Nc2ccc(O)cc2)c(O)n1-c1nccs1	0.4%	11%	4.9	81	i	x	6%	u	-2%	x
COc1ccc(C=O)cc1Cn1cnc2c(cnn2C)c1=O	0.6%	-9%	0.2	61	i	5%	-13%	12%	-18%	2%
COc1ccc(N(CC(=O)Nc2ccc(F)c(F)c2)S(=O)(=O)c2c(C)n[nH]c2C)cc1	0.0%	-9%	0.1	47	x	4%	14%	11%	-11%	10%
COc1ccc(CNC(=O)C2CCCC2)cc1	x	x	0.6	57	x	2%	x	11%	x	9%
CN(CC(=O)Nc1ccc(Cl)c(C(F)(F)F)c1)C(=O)C1CSC2(C)CCC(=O)N12 (stereo not drawn)	x	x	-0.6	76	x	-1%	x	19%	x	-1%
O=C(NNC(=O)c1cc(Cl)ccc1[N+](=O)[O-])c1csc(N2CCOCC2)n1	x	x	0.5	58	x	-4%	x	13%	x	2%
CCOC(=O)CC1(NC(=O)c2cc(COc3ccc(F)c(F)c3)on2)CCCCC1	-0.1%	10%	6.3	65	x	-8%	-4%	1%	1%	9%
c1ccc2c(c1)[nH]c1ccncc12	x	x	5.6	80	x	0%	x	1%	x	8%
N[C@@H](Cc1ccccc1)C(=O)N1CCC(C(=O)N[C@@H](Cc2c[nH]c3ccccc23)C(=O)O)CC1	0.0%	-3%	-0.5	92	x	-4%	2%	4%	2%	9%
Cc1ccnc(NC(=O)c2cccc(OC(F)F)c2)n1	1.0%	15%	-0.4	57	x	-1%	-2%	5%	6%	5%
Cc1cccc(Sc2c(C=O)c3ccccc3n2C)c1	0.6%	0%	4.5	58	i	3%	10%	24%	16%	11%
NS(=O)(=O)c1cc(C(=O)O)cc(N2CCCC2)c1Oc1ccccc1	x	x	-0.5	73	x	-2%	x	7%	x	5%
CC1CCCCC12NC(=S)N(c1ccccc1)N2 (stereo not drawn)	-0.2%	-4%	3.3	45	i	-10%	-2%	7%	65%	4%
COc1ccc(C(=O)N(C)Cc2ccccc2)cc1Br	-0.1%	0%	0.2	30	i	x	8%	8%	5%	x
CC(=O)N1N=C(c2ccco2)CC1c1ccco1 (stereo not drawn)	0.2%	-5%	0.3	58	x	-1%	22%	12%	-2%	11%
CCCOc1ccc(S(=O)(=O)n2cc(Br)c(=O)[nH]c2=O)cc1	-0.1%	3%	1.2	49	i	-3%	18%	0%	-2%	5%
CC(C)(C)C(=O)NC(=S)Nc1cccc(C(=O)O)c1	-0.1%	-1%	-0.1	41	i	-13%	14%	10%	-6%	-8%
COc1ccc2c(/C=N/Nc3ccc(C(=O)O)cc3)c[nH]c2c1	0.6%	-11%	1.7	81	x	-14%	10%	24%	-8%	55µM*
COc1ccc(-c2cc(C(=O)Nc3ccccc3F)on2)cc1	0.1%	-3%	0.2	41	i	3%	-7%	6%	32%	-6%
COc1ccc(C(=O)N2CCc3cc(OC)c(OC)cc3C2c2ccc(OC)c(OC)c2)cc1OC (stereo not drawn)	0.3%	-2%	2.3	73	x	-2%	-4%	1%	19%	9%
CCC(CC)C(=O)Nc1cccc(C(=O)NCCc2ccccc2)c1	-0.1%	-7%	-0.1	56	i	-1%	2%	-2%	8%	3%
Cc1ccc(S(=O)(=O)N2CCNC(=O)CC2)cc1	-0.3%	-16%	0.6	57	i	-7%	12%	22%	1%	-1%
O=C(NC1CCCCCCC1)c1cc(COc2ccc3ncccc3c2)on1	0.3%	9%	x	x	i	-7%	12%	4%	10%	9%
COc1ccc(C(CNC(=O)c2cccc(NS(=O)(=O)c3ccc(C)c(F)c3)c2)N2CCOCC2)cc1 (stereo not drawn)	x	x	2.4	63	x	-2%	x	11%	x	5%
CN1C(=O)c2cccc(N(C)C)c2C1=O	-0.3%	0%	-1.0	56	i	-3%	1%	2%	-9%	2%
Cc1ccc(Cl)cc1S(=O)(=O)N1CCC(C(=O)NC2CCN(Cc3ccccc3)CC2)CC1	-0.2%	7%	0.7	52	x	-17%	-5%	10%	-2%	5%
CN1CCN(NC(=O)CN2C(=O)S/C(=C\c3c(Cl)cccc3Cl)C2=O)CC1	0.1%	8%	2.3	43	i	9%	-11%	20%	-17%	6%
CCc1nnc(NC(=O)Cc2cccs2)s1	0.4%	7%	1.2	65	i	-8%	5%	18%	33%	8%
COc1ccc(CNC(=S)N/N=C/c2ccc(OC)c(OC)c2)cc1	-0.1%	-1%	-0.3	44	x	-7%	0%	5%	-11%	0%

Brought forward from above: two compounds, followed by the next part.
SMILES	GPR55 beta-arrestin	GPR35 arrestin U2OS	NTR1 ag	NTR1 ag cell count 20 µM	Yfh1-depleted yeast	NS5 inhibitors	GPR55 antagonists	Large T inhibition	AID2073	Rac1 GTP hydrolysis	others
CCc1nnc(NC(=O)Cc2cccs2)s1	0.4%	7%	1.2	65	i	-8%	5%	18%	33%	8%
COc1ccc(CNC(=S)N/N=C/c2ccc(OC)c(OC)c2)cc1	-0.1%	-1%	-0.3	44	x	-7%	0%	5%	-11%	0%
C=CCn1c(CCNC(=O)c2cccs2)nnc1SCC(=O)Nc1cccc(F)c1	-0.2%	12%	-2.2	61	i	-2%	-2%	1%	-4%	11%
O=C(Cn1cnc2cc([N+](=O)[O-])ccc2c1=O)NCCc1ccc(F)cc1	-0.2%	8%	2.6	70	i	x	18%	5%	7%	4%
Cc1cc(-c2nnnn2-c2cc(Cl)cc(Cl)c2)no1	0.2%	-9%	0.9	59	i	10%	7%	14%	-10%	10%
CCc1ccc(N(CC)C(=O)c2cn(C)c(=O)c3ccccc23)cc1	0.4%	-2%	-1.3	51	x	-3%	6%	6%	-1%	10%
CC1(C)CC(=O)/C(=N/Nc2ccc(Cl)cc2)CO1	0.4%	-12%	-0.3	53	i	-6%	-7%	22%	-14%	2%
C/C(N)=C(/C#N)C(=O)COC(=O)c1cc2c(s1)CCC(C)C2 (stereo not drawn)	-0.4%	2%	1.8	56	i	6%	6%	25%	0%	5%
COc1cc(/C=C(\C#N)C(=O)Nc2ccccc2F)ccc1OCCN1CCOCC1	-0.1%	-8%	1.7	56	x	2%	7%	2%	0%	3%
COc1ccc(-c2cn3cc(Br)cnc3n2)cc1	-0.1%	14%	1.7	49	i	-2%	-21%	6%	14%	8%
O=C(Nc1c2c(nn1-c1ccc(F)cc1)CS(=O)(=O)C2)c1ccc2c(c1)OCO2	-0.2%	-10%	0.2	66	x	-2%	13%	30%	1%	6%

Not a hit list. About 1.7% of those tested had a hit in this group.
